Compound activity from PubChem.
SKN-1 block – C. elegans SKN-1 inhibition. C. elegans VP596 Pgst-4::GFP/RFP ratio, acrylamide-induced, 24 h. inhibition, % at 21.8 µM. 360,000 compounds, 0.49% hits. AID 624304;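 active = interference check ratio from 0.5 to 1.5 plus GFP to RFP signal ratio inhibition reaching or exceeding a fixed threshold, cut at about 30% in these data, passing the limit was not always enough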; also: some compounds called inactive have numbers as strong as hits
NadD block – NadD (S. aureus) enzyme inhibition | purified NadD enzyme, colorimetric absorbance read-out | inhibition, % at 20 µM | 360,000 compounds, 0.78% hits | AID 602399; in the data active = inhibition above about 26%; also: some compounds past the cut are filed as inactive
Rpn11 inh – inhibitors of human proteasome Rpn11 | O00487 | human 26S proteasome, Ub4-pepOG fluorescence polarization; 20S core pre-blocked with epoxomicin | calls only at 20 µM | 360,000 compounds, 0.59% hits | AID 588493;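 active = inhibition at 20 µM, scaled to each plate's controls, above about 33%, limit read from the data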
STEP block – STEP (human) phosphatase inhibition. inhibition, % at 20 µM. P54829. recombinant STEP, OMFP fluorogenic substrate, fluorescence. 360,000 compounds, 0.25% hits. AID 588621;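 active = inhibition at 20 µM, scaled per plate between control wells, above about 37%, limit read from the data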;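 also: 0% = DMSO with enzyme and substrate and 100% = substrate only without enzyme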
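System: STEP phosphatase, cell-free reaction; Buffer or medium: Bis-Tris pH 6.0 buffer with DTT, detergent; Incubation: 20 min at room temperature, dark; Measured by: fluorescence, 480/540 nm.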
DNMT1 inh – DNMT1 (human) enzyme inhibition; P26358; DNMT1 molecular beacon, Hinp1I cleavage, fluorescence; inhibition (reported as % activation of signal), % at 10 µM; 360,000 compounds, 0.83% hits; AID 588458; in the data active = inhibition above about 50%
Target sequence (P26358 504-1616 limits assumed): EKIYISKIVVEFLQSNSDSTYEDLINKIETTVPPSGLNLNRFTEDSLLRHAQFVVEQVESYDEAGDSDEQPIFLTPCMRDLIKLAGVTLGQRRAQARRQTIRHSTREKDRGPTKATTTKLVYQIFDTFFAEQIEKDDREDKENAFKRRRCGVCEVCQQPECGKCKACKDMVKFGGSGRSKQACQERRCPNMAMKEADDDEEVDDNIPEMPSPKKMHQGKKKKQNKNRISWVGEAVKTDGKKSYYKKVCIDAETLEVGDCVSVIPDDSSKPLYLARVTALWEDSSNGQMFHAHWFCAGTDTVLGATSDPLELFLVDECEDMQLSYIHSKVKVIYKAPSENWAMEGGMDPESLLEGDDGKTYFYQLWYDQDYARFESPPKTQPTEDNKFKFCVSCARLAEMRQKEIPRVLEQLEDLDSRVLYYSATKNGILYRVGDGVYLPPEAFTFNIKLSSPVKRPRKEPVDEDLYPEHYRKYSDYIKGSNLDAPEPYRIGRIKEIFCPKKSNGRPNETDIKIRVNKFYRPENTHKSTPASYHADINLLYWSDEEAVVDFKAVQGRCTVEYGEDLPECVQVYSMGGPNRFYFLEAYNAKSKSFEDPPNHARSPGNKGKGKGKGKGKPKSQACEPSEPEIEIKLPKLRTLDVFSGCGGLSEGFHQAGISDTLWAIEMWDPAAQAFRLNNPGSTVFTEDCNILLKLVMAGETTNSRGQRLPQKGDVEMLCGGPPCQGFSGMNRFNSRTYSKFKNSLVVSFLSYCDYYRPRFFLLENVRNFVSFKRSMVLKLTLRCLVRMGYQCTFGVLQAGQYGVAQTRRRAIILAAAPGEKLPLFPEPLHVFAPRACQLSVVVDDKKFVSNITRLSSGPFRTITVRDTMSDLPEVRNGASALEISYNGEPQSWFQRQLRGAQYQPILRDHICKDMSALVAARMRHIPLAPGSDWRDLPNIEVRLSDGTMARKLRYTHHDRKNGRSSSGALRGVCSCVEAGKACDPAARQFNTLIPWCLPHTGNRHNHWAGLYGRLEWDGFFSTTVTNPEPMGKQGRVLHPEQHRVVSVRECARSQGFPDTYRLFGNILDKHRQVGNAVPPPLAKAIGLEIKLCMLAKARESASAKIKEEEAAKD
MT1-MMP act inh – inhibitors of human MT1-MMP activation; P50281; HT1080 RFP-PRO-GFP cells, GFP/RFP ratio fluorescence, overnight; percent of plate control window, DMSO zero; GFP/RFP ratio change, % at 20 µM; 360,000 compounds, 0.061% hits;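 active = GFP/RFP ratio change of at least 30% with cell ATP level not reduced by more than half and red fluorescence within 50% of control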; also: strong numbers were not always called active
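Test system: HT1080 cells expressing an RFP-PRO-GFP fluorescent reporter construct / Compound dosing: single-point 20 µM compound, 1% DMSO / Schedule: cells overnight before dosing, compound overnight, 37 °C, 5% CO2 / Evaluation: GFP/RFP fluorescence ratio / Control set: DMSO and RFP-L50D-GFP cell wells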
LMPTP inh – blocks human LMPTP phosphatase; inhibition, % at 20 µM; AID 651560; P24666; 360,000 compounds, 0.22% hits; recombinant LMPTP-A, OMFP fluorogenic substrate, fluorescence intensity;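 active = compounds that cut the enzyme signal by at least half of the control window in the single-dose screen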;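 also: plate controls were DMSO wells with enzyme plus substrate for no effect and substrate without enzyme for full effect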
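Buffer or medium: Bis-Tris pH 6.0, DTT, detergent; Assay system: LMPTP-A enzyme; Quantity: 0.625 nM enzyme; Detection: endpoint fluorescence intensity; Times: 50 min dark incubation at room temperature; Controls: substrate-only low control, DMSO enzyme-plus-substrate high control; Doses: single 20 µM dose; Read-out: percent inhibition versus substrate-only and uninhibited controls; Reagent: 400 µM OMFP.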
Scp-1 inhibitor – inhibitors of human Scp-1 phosphatase; Recombinant Scp1, phosphopeptide, malachite green phosphate absorbance; inhibition, % at 20 µM; 340,000 compounds, 0.88% hits; AID 493091;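 active = inhibition above about 50% at 20 µM, limit read from the data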;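 also: plate controls were DMSO wells with enzyme for no effect and wells lacking enzyme for full effect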
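Incubation: 45 min enzyme reaction at room temperature / System: truncated SCP-1 phosphatase (76-261aa) / Reagent: Phospho 17-mer peptide substrate / Buffer or medium: Acidic Tris acetate buffer with magnesium and detergent / Signal: absorbance at 630 nm / Doses: one concentration, 20 µM, with 1.0% DMSO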
CendR NRP1 mod – modulators of CendR peptide binding to human neuropilin-1; FAM-RPARPAR peptide binding to NRP-1, fluorescence polarization; inhibition, % at 25 µM; 360,000 compounds, 0.85% hits; AID 602438;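 active = inhibition or corrected inhibition above about 18%, plus a signal ratio from 0.5 to 1.5, limit read from the data, passing the limit was not always enough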; also: strong numbers were not always called active
SUMO1 PPI mod – SUMO1-SIM interaction modulation | 360,000 compounds, 0.33% hits | AID 602429 | inhibition, % at 20 µM | SUMO1 binding to a labelled peptide, TR-FRET, 1 h | P63165; in the data active = inhibition above about 37%
* marks the source's active call; other numbers are inactive results; i = inactive; . = no result given; + = active, no number; & = joins results of further samples. Not a hit list (roughly 3.9% active in at least one column).

STEP block | LMPTP inh | SUMO1 PPI mod | Scp-1 inhibitor | MT1-MMP act inh | CendR NRP1 mod | NadD block | DNMT1 inh | SKN-1 block | Rpn11 inh | Molecule
-3 | 0.4 | 0 | -3 | -4 | -1 | -11 | 0 | 11 | i | Cc1cnc(NC(=O)C2CCC(C(C)(C)C)CC2)s1 (stereo not drawn)
0 | -0.7 | 0 | -6 | -2 | -9 | 0 | -2 | 8 | i | c1ccc2sc(Cc3nnc4n3CCCCC4)nc2c1
-3 | 2.3 | -35 | -14 | -1 | 19 | -3 | -4 | 9 | i | Oc1ccc(N=Nc2n[nH]c(-c3ccc(Cl)cc3)n2)cc1
3 | 2.9 | 4 | 8 | 1 | 2 | -3 | -1 | -9 | i | O=S(=O)(NCC(c1ccco1)N1CCCCC1)c1ccccc1C(F)(F)F (stereo not drawn)
0 | -1.0 | -5 | 3 | -4 | -36 | 6 | -1 | 17 | i | O=C(O)Cc1sc(NCCc2ccccc2)nc1-c1ccc(F)cc1
1 | -0.5 | -11 | -5 | -6 | 2 | -3 | 2 | -11 | i | Nc1nc(NCCO)nc(NC2CCCCC2)c1[N+](=O)[O-]
3 | 0.9 | -15 | 11 | -4 | -5 | 3 | -2 | 3 | i | CCC(=O)N1c2ccccc2-c2nnc(SC)nc2OC1c1ccc(OC)c(OC)c1 (stereo not drawn)
0 | -1.4 | 1 | -16 | -6 | 2 | 0 | -3 | 17 | i | O=C(Cn1cc(C(F)(F)F)cc(Cl)c1=O)NCC1COc2ccccc2O1 (stereo not drawn)
-3 | -1.9 | 8 | -5 | 4 | -4 | -6 | -1 | 12 | i | O=C(O)c1ccc(/C=N/Nc2nnnn2-c2ccccc2)cc1
0 | 0.3 | 5 | -4 | 1 | -9 | -3 | -3 | -3 | i | CCOC(=O)c1cn2nc(Oc3ccc(C)cc3)ccc2n1
2 | 0.6 | -6 | 6 | 0 | -6 | 0 | 2 | 3 | i | Cc1ccc(-n2nc3ccc(NC(=O)C(C)C)cc3n2)cc1
-3 | -2.2 | -14 | -3 | 5 | 5 | -6 | 5 | 4 | i | C=CCn1c(SCC(=O)NC(=O)c2cccc([N+](=O)[O-])c2)nnc1-c1ccccc1F
-1 | -1.4 | -6 | -2 | -5 | 0 | -2 | 7 | -14 | i | COc1cc(CC(=O)Nc2sc3c(c2C(N)=O)CCCC3)cc(OC)c1OC
-2 | 1.0 | 0 | -10 | 3 | -5 | -9 | -7 | -4 | i | COc1ccc(CC(=O)O/N=C(\N)c2ccc(OC)cc2)cc1
0 | 0.3 | -18 | 1 | -2 | -6 | 5 | 2 | 17 | i | Cc1ccc(NC(=O)Cn2c(=O)cnc3ccccc32)cc1S(=O)(=O)N1CCOCC1

Arranged by formula weight (rising): some entries from above
STEP block | LMPTP inh | SUMO1 PPI mod | Scp-1 inhibitor | MT1-MMP act inh | CendR NRP1 mod | NadD block | DNMT1 inh | SKN-1 block | Rpn11 inh | Molecule
-3 | 0.4 | 0 | -3 | -4 | -1 | -11 | 0 | 11 | i | Cc1cnc(NC(=O)C2CCC(C(C)(C)C)CC2)s1 (stereo not drawn)
0 | 0.3 | 5 | -4 | 1 | -9 | -3 | -3 | -3 | i | CCOC(=O)c1cn2nc(Oc3ccc(C)cc3)ccc2n1
0 | -1.0 | -5 | 3 | -4 | -36 | 6 | -1 | 17 | i | O=C(O)Cc1sc(NCCc2ccccc2)nc1-c1ccc(F)cc1
3 | 0.9 | -15 | 11 | -4 | -5 | 3 | -2 | 3 | i | CCC(=O)N1c2ccccc2-c2nnc(SC)nc2OC1c1ccc(OC)c(OC)c1 (stereo not drawn)

New compounds follow:
STEP block | LMPTP inh | SUMO1 PPI mod | Scp-1 inhibitor | MT1-MMP act inh | CendR NRP1 mod | NadD block | DNMT1 inh | SKN-1 block | Rpn11 inh | Molecule
5 | -0.7 | -4 | 5 | -8 | -7 | -6 | 0 | -16 | i | CN(Cc1cccs1)CC(O)COCc1ccco1 (stereo not drawn)
-3 | 1.2 | -37 | -17 | -7 | -16 | 2 | -1 | 3 | i | CC(C)(CO)NS(=O)(=O)c1ccc2c(c1)C(=O)c1cc(S(=O)(=O)NC(C)(C)CO)ccc1-2
2 | 2.3 | 4 | . | -2 | 21 | 9 | 2 | 3 | i | CCOC(=O)C(=O)N(C)c1c(CC)nc2c(OCc3cc(Cl)cc(Cl)c3)cccn12
2 | -0.3 | 1 | -13 | 0 | 6 | -5 | -4 | -5 | i | O=C(CCN1CCCCCC1)Nc1ccc2c(c1)OCCO2
-2 | -1.9 | 2 | -3 | -2 | 0 | -2 | 2 | 7 | i | CC(OC(=O)C1CCCO1)C(=O)NC1CCCC1 (stereo not drawn)
-2 | -0.1 | -3 | -12 | -1 | -1 | -5 | -1 | 8 | i | CCNC(=O)C(=O)Nc1ccc2c(c1)N(S(=O)(=O)c1cccs1)CCC2
0 | -0.1 | 2 | -7 | 2 | -11 | 0 | -1 | -1 | i | CCCc1ccc2oc(C(=O)N3CCNC(=O)C3CC(=O)OC)c(C)c2c1 (stereo not drawn)
-1 | -1.4 | -7 | . | -16 | -8 | -3 | 2 | 3 | i | COc1cc2ccnc(C=NO)c2cc1OC
1 | 24 | 6 | -1 | -2 | -12 | 32* | 21 | -4 | + | O=C(CC1OC(=O)c2ccccc21)Nc1cc(Cl)ccc1N1CCCC1 (stereo not drawn)
2 | 1.4 | -1 | -7 | -13 | -4 | -5 | 1 | 10 | i | CCCCc1ccc(N=N/C(C(=O)Nc2ccccc2OC)=C(/C)O)cc1
-2 | 5.5 | 6 | . | -4 | 5 | 6 | -16 | 7 | i | COc1ccc(-c2ccc(CN3C(C)C(=O)N(Cc4cn(CC5CCCCC5)nn4)CCS3(=O)=O)cc2)cc1 (stereo not drawn)
1 | 1.1 | -2 | -5 | 4 | -16 | 2 | -3 | 15 | i | O=C(NC1CCCc2ccccc21)C1CCN(S(=O)(=O)c2ccccc2F)CC1 (stereo not drawn)
1 | 1.4 | -4 | -2 | -5 | 20 | 4 | -4 | 13 | i | COCCn1c(N)c(NCc2ccccc2)c(=O)[nH]c1=O
1 | 1.9 | 0 | -11 | -5 | -2 | 20 | -4 | 8 | i | COc1ccc(Br)c(/C=N/NC(=O)COc2ccc(-c3ccccc3)cc2)c1
-4 | -2.0 | 7 | -1 | -1 | 0 | -3 | -3 | 11 | i | C=CCSc1ccccc1C(=O)Nc1ncn[nH]1
0 | -0.9 | 4 | -6 | -3 | -10 | 0 | 0 | -5 | i | CN(C)c1ccc(C2N(C(=O)N3CCOCC3)CCN2S(=O)(=O)c2ccccc2)cc1 (stereo not drawn)
-1 | -2.5 | -3 | -6 | 0 | -38 | -6 | 0 | 4 | i | FC(c1nc2ccccc2[nH]1)C(F)(F)F (stereo not drawn)
1 | -0.9 | -16 | -9 | 2 | -6 | 1 | -1 | 5 | i | O=C(O)c1ccccc1Sc1c([N+](=O)[O-])cc(C(F)(F)F)cc1[N+](=O)[O-]
1&-3&-2 | -1.7&-1.6&-2.1 | 4&-2&-1 | -12&-6&0 | -8&-6&-6 | -6&-5&-1 | -2&-1&-1 | 1&7&3 | 2&-16&8 | i | CNCCCC12CCC(c3ccccc31)c1ccccc12
-1 | 3.5 | 1 | . | 8 | -11 | 12 | 0 | 10 | i | Cc1cc(F)ccc1C(O)c1ncc(-c2cccc(OCc3ccccc3)c2)[nH]1 (stereo not drawn)
-1 | -3.6 | -5 | -11 | 1 | -4 | 3 | 0 | -2 | i | COc1ccc(CCNC(=O)C(=O)NCC2CCNCC2)cc1OC
-1 | 0.1 | 1 | 2 | -2 | 7 | -5 | 0 | 3 | i | Cc1ccc(CN2CCS(=O)(=O)CC2)o1
-3 | -1.1 | -1 | -5 | -2 | -2 | -3 | 1 | -14 | i | CCO/N=C/C1=C(O)C(C(=O)OC)C(C)(C)CC1=O (stereo not drawn)
-1 | 0.2 | 0 | 1 | -4 | -5 | -2 | -1 | 2 | i | Cc1cccc(CN2CCN(Cc3nc4c(s3)CCCC4)CC2CCO)n1 (stereo not drawn)
-3 | -2.5 | -22 | -8 | 0 | -8 | 4 | 4 | 12 | i | CC(Oc1ccc2c(-c3ccccc3)cc(=O)oc2c1)C(=O)N1CCOCC1 (stereo not drawn)
0 | 0.8 | 4 | -2 | 0 | 6 | 3 | 3 | -12 | i | O=S(=O)(c1ccc(Br)cc1)N1CCN(Cc2ccco2)CC1
2 | -1.3 | -20 | 10 | 0 | 6 | -5 | 2 | 0 | i | O=C(O)C1CCN(c2ccccc2[N+](=O)[O-])CC1
4 | -0.3 | 5 | -10 | 1 | 7 | -5 | -1 | -10 | i | COc1cccc(CNC(=O)COc2ccc(C(=O)c3ccccc3)cc2)c1
-2 | 1.5 | -9 | 0 | 3 | 8 | 8 | -3 | -4 | i | NC(=O)CC(NC(=O)c1ccc(Br)cc1)c1ccc(N2CCC(Cc3ccccc3)CC2)c([N+](=O)[O-])c1 (stereo not drawn)
3 | 0.1 | -1 | -1 | 0 | 0 | -10 | -2 | 13 | i | COc1ccc(CCC(C)NC(=O)Cc2ccc(OC)c(OC)c2)c(OC)c1 (stereo not drawn)
1 | -0.7 | 1 | -5 | -2 | -2 | 2 | -3 | 17 | i | CC(=O)N1CCc2cc(S(=O)(=O)NC(Cc3ccccc3)C(=O)Nc3cc(C)ccn3)ccc21 (stereo not drawn)

2 neighbouring records already listed:
STEP block | LMPTP inh | SUMO1 PPI mod | Scp-1 inhibitor | MT1-MMP act inh | CendR NRP1 mod | NadD block | DNMT1 inh | SKN-1 block | Rpn11 inh | Molecule
3 | 0.1 | -1 | -1 | 0 | 0 | -10 | -2 | 13 | i | COc1ccc(CCC(C)NC(=O)Cc2ccc(OC)c(OC)c2)c(OC)c1 (stereo not drawn)
1 | -0.7 | 1 | -5 | -2 | -2 | 2 | -3 | 17 | i | CC(=O)N1CCc2cc(S(=O)(=O)NC(Cc3ccccc3)C(=O)Nc3cc(C)ccn3)ccc21 (stereo not drawn)
